Screening results as filed in PubChem.
HSF1 activator: HSF-1 activators, primary screen, NIH3T3-HGL cells, MG132 stress, luminescence, single point; NIH3T3-HGL HSF-1 luciferase reporter, 8 h; 100% = twice DMSO control signal; activation, % at 9 µM; 1.7% of 300,000 active;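 active = mean replicate activation of at least 50% with a set share of replicates each reaching 50%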;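 note: 0% = median of the neutral control wells and 100% = twice that signal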
HSF1 inhib: HSF1 inhibitors in luciferase reporter cells, primary screen, cell-based, NIH3T3, luminescence; NIH3T3-HGL HSE-luciferase, MG132-induced, luminescence 8 h; hits give low values; activity change, negative = inhibition, % at 7.5 µM (by protocol); 0.77% of 300,000 active; AID 2098, 2009;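 active = more than half of replicate wells show activity change below -50%, luminescence cut by over half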;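 note: luciferase reports HSF-1 transcriptional activity via heat shock element; 0% = median of DMSO wells and -100% = zero luminescence signal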
AI-2 QS modul: Vibrio harveyi AI-2 quorum sensing modulators, primary screen, JMH597 strain, luminescence/OD600 ratio; Vibrio harveyi JMH597 AI-2 luminescence/OD600 ratio, 9 h; hits give low values; strain lacks LuxN and CqsS sensors; 0 = neutral-control median; activity change, % at 7.5 µM; 0.4% of 300,000 active; in the data active = activity change below about -75%, passing the limit was not always enough;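 note: luminescence divided by OD600 gain over 9 h not by final OD600 alone; inactives centre near 13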
KLF5 inh: KLF5 expression inhibitors, primary screen, DLD-1 cells, luminescence | inhibition, % at 5 µM | DLD-1 KLF5 promoter-luciferase reporter | 0.23% of 290,000 active;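 active = inhibition above a per-plate limit of that plate's mean compound inhibition plus 3 SD, cut at about 60% in these data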;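 note: 0% = DMSO wells and 100% = LY294002 at 200 µM; higher means less KLF5 promoter-driven luciferase light; inactives centre near -14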
HSP90 inh: HSP90 inhibitors, primary screen, cell lysate, luminescence; inhibition, % at 5.6 µM; 0.91% of 290,000 active; Heat shock protein HSP 90 (rabbit reticulocyte lysate; luciferase refolding); Rabbit reticulocyte lysate, luciferase refolding luminescence, 3 h; AID 1789, 2009;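 active = inhibition above the screen-wide mean plus 3 SD, computed separately per campaign, cut at about 16% in these data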;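 note: 0% = DMSO wells and 100% = 60 µM geldanamycin wells; inhibitors lower the luminescence because luciferase stays unfolded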
GSK3A inh: blockers of GSK3A enzyme activity – biochemical, luminescence, cell-free homogeneous, HTS, primary screen; GSK-3 alpha kinase, ADP-Glo luminescence, 60 min; inhibition, % at 10 µM; 0.1% of 320,000 active; AID 2650, 2010;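 in the data active = inhibition above about 50%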;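 note: GST-tagged GSK-3 alpha with peptide substrate and 25 µM ATP; 0% = DMSO neutral wells and 100% = GW8510 positive control wells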
Target sequence (P49840 whole entry, looked up): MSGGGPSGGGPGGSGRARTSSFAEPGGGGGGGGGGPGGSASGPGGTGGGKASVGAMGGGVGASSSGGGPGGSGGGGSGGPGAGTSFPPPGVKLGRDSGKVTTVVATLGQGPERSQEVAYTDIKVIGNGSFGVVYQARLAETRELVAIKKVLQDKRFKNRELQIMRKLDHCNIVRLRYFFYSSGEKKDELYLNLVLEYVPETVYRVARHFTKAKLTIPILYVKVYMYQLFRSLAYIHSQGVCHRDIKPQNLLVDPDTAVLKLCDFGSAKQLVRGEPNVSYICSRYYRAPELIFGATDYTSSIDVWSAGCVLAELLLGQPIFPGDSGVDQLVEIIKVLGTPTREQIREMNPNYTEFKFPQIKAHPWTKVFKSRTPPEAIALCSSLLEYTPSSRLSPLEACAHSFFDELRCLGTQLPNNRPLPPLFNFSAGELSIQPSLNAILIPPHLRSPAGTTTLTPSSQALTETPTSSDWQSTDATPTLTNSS
PolyA inh: polyadenylation inhibitors in yeast reporter cells, primary screen, luminescence, S. cerevisiae. calls only at 12 µM. 0.02% of 300,000 active. S. cerevisiae SKY197-pL101 polyadenylation reporter, beta-gal luminescence; efflux-impaired pdr1/pdr3 knockout yeast; score 100 = 6 SD above DMSO. AID 1875, 2009;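 active = lowest replicate activity score at least 50, where 100 means six control SD above control mean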;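 note: yeast exposed to compound for 9 h at 30 °C; higher score means more reporter readthrough which indicates perturbed polyadenylation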
GSK3beta inhib: human GSK3beta kinase inhibitors, primary screen, biochemical, cell-free homogeneous, HTS | 0.038% of 300,000 active | Glycogen synthase kinase-3 beta (Homo sapiens), P49841 | activity score (negative = inhibition), % at 10 µM | GST-GSK3beta kinase, ADP-Glo luminescence, 60 min; hits give low values;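 active = more than half of replicate wells score below -50%, meaning over 50% inhibition versus plate controls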;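 note: 0% = median DMSO wells and -100% = median GW8510 positive control wells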
Target sequence (P49841 whole entry, looked up): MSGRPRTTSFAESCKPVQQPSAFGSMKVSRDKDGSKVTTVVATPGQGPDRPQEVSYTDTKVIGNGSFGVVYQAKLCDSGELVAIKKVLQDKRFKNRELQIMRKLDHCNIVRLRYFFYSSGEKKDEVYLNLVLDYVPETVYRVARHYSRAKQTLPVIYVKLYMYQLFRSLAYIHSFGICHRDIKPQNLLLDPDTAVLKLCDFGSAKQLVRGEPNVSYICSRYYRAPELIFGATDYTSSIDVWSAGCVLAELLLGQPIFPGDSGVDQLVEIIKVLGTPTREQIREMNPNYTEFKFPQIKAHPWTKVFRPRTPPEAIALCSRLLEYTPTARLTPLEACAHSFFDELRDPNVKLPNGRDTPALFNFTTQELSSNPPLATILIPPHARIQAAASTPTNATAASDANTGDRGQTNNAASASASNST
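test system = GST-tagged human GSK3beta kinase, cell-free | reagent = 25 µM ATP with peptide substrate | dosing = one dose of 10 µM per compound | schedule = 60 min reaction, RT | detection = luminescent ADP-Glo measurement of ADP formed | control set = DMSO neutral wells and GW8510 at 20 µM as positive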
aSyn UTR inh: MLPCN primary screen, SNCA 5' untranslated region. alpha-synuclein 5'UTR reporter, inhibitor activity. inhibition, % (tested at 7.5 µM). 0.82% of 300,000 active; in the data active = inhibition above about 60%;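 note: H4 neuroglioblastoma cells stably carrying SNCA 5'UTR luciferase fusion; 0% = DMSO wells and 100% = positive control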
IEC-6 cytotox: cytotoxicity in IEC-6 intestinal epithelial cells, primary screen, cytotoxicity control for KLF5 inhibitor project, cell-based, luminescence; IEC-6 cytotoxicity, luminescence viability; inhibition, % at 5 µM; 0.78% of 290,000 active; AID 1825, 2009; in the data active = inhibition above about 22%;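 note: 0% = plate median of test compound wells and 100% = cytotoxic reference compound wells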
An asterisk follows results filed as active; & = joins results of further samples.

COc1ccc(Oc2nc3ccccc3n3cccc23)cc1 was read as HSF1 activator 1.4, HSF1 inhib -1.3, AI-2 QS modul 17.5, KLF5 inh 17.4, HSP90 inh 1.7, GSK3A inh -2.1, PolyA inh inactive, GSK3beta inhib 1.7, aSyn UTR inh -17.8 and IEC-6 cytotox 7.8.
`CCCN[C@H]1CCc2nc(N)sc2C1` gave HSF1 activator -7.1&-2.5, HSF1 inhib -3.4&-3.0, AI-2 QS modul 18.2&12.0, GSK3A inh -0.8&-4.7, PolyA inh inactive, GSK3beta inhib 1.3&0.0 and aSyn UTR inh -15.2&-28.3.
For C=CCn1c(=O)c2ccc(C(=O)NCc3ccccc3)cc2n(Cc2cccc(Cl)c2)c1=O the results were HSF1 activator 9.2, HSF1 inhib 0.5, AI-2 QS modul 12.9, KLF5 inh -2.6, HSP90 inh 1.0, GSK3A inh 0.6, PolyA inh inactive, GSK3beta inhib 2.4, aSyn UTR inh 36.9 and IEC-6 cytotox -0.3.
CCc1nc(N2CCC3(CC2)OCCO3)c2nnn(Cc3ccccc3Cl)c2n1 was read as HSF1 activator 13.8, HSF1 inhib 1.9, AI-2 QS modul 21.3, KLF5 inh -6.5, HSP90 inh -2.6, GSK3A inh 13.9, PolyA inh inactive, GSK3beta inhib 2.6, aSyn UTR inh 10.3 and IEC-6 cytotox 2.5.
`COc1ccc(C(=O)CNc2ccccc2CO)cc1` gave HSF1 activator 26.8, HSF1 inhib 7.6, AI-2 QS modul 10.1, KLF5 inh -41.5, HSP90 inh -0.7, GSK3A inh -0.8, PolyA inh inactive, GSK3beta inhib -1.8, aSyn UTR inh -69.8 and IEC-6 cytotox 5.2.
Screening COc1ccc(CN(C)CC2CCCN(CCc3ccc(F)cc3)C2)c(OC)c1OC (stereo unspecified) returned HSF1 activator -10.4, HSF1 inhib -6.9, AI-2 QS modul 9.8, KLF5 inh -0.5, HSP90 inh -3.0, GSK3A inh 1.2, PolyA inh inactive, GSK3beta inhib -1.3, aSyn UTR inh 4.6 and IEC-6 cytotox 3.1.
Cc1ccc(C(=O)NNC(=O)CCN2C(=O)C3CCCCC3C2=O)cc1 (stereo unspecified) was read as HSF1 activator -11.1, HSF1 inhib -3.6, AI-2 QS modul 3.5, KLF5 inh -37.4, HSP90 inh -6.2, GSK3A inh -1.2, PolyA inh inactive, GSK3beta inhib 1.1, aSyn UTR inh -23.9 and IEC-6 cytotox -0.9.
For CC(=O)Oc1c(C)cc(Cl)cc1C(=O)Nc1ccc([N+](=O)[O-])cc1Cl the results were HSF1 activator 55.6*, HSF1 inhib 21.2, AI-2 QS modul 38.7, KLF5 inh -12.3, HSP90 inh 1.3, GSK3A inh -1.7, GSK3beta inhib 0.2, aSyn UTR inh 30.2 and IEC-6 cytotox 6.5.
Screening COc1cccc(C=O)c1OCCN1C(=O)c2ccccc2C1=O returned HSF1 activator 2.3, HSF1 inhib -0.3, AI-2 QS modul 26.3, KLF5 inh -31.8, HSP90 inh -0.3, GSK3A inh 1.1, PolyA inh inactive, GSK3beta inhib 3.8, aSyn UTR inh -14.9 and IEC-6 cytotox 1.4.
`O=C(/C=C/c1ccc(OC(F)F)cc1)OCC(=O)N1CCN(C(=O)c2ccco2)CC1` gave HSF1 activator 10.5, HSF1 inhib -2.4, AI-2 QS modul 23.6, KLF5 inh -18.0, HSP90 inh -1.4, GSK3A inh -3.1, PolyA inh inactive, GSK3beta inhib -1.5, aSyn UTR inh 1.3 and IEC-6 cytotox 1.8.
Cc1nnc(SCC(=O)Nc2ccccc2F)n(N)c1=O was read as HSF1 activator 0.3, HSF1 inhib -5.9, AI-2 QS modul 27.5, KLF5 inh -5.3, HSP90 inh -5.1, GSK3A inh -0.8, PolyA inh inactive, GSK3beta inhib -0.8, aSyn UTR inh -32.3 and IEC-6 cytotox -2.9.
`COc1cccc2cc(C(=O)Oc3ccc(NC(C)=O)cc3)c(=O)oc12` gave AI-2 QS modul 3.5, KLF5 inh -7.5, HSP90 inh 3.2, GSK3A inh 0.4, PolyA inh inactive, GSK3beta inhib -0.8, aSyn UTR inh -3.3 and IEC-6 cytotox -2.8.
`COc1ccccc1NC(=O)C(C)OC(=O)Cc1n[nH]c(=O)c2ccccc12` (stereo unspecified) gave HSF1 activator 1.4, HSF1 inhib -4.4, AI-2 QS modul 33.5, GSK3A inh -4.5, PolyA inh inactive, GSK3beta inhib -1.6 and aSyn UTR inh -0.1.
For COc1ccc(C(=O)CSc2nnc(Cc3ccccc3)o2)cc1 the results were HSF1 activator 1.3, HSF1 inhib -3.2, AI-2 QS modul 13.9, KLF5 inh 7.0, HSP90 inh -2.4, GSK3A inh -0.7, PolyA inh inactive, GSK3beta inhib 1.8, aSyn UTR inh -0.8 and IEC-6 cytotox -5.6.
Screening N#Cc1c(NC(=O)CN2CCN(S(=O)(=O)c3ccc4c(c3)OCCO4)CC2)sc2c1CCC2 returned HSF1 activator -0.6, HSF1 inhib -8.6, AI-2 QS modul 16.0, KLF5 inh -11.8, HSP90 inh -2.3, GSK3A inh 1.8, PolyA inh inactive, GSK3beta inhib 1.2, aSyn UTR inh 6.4 and IEC-6 cytotox -10.3.
`COc1ccc(-c2[nH]ncc2CN(C)Cc2c(C)n[nH]c2C)c(OC)c1` gave HSF1 activator -8.7, HSF1 inhib 0.9, AI-2 QS modul 11.3, KLF5 inh -19.2, HSP90 inh -2.8, GSK3A inh 1.4, PolyA inh inactive, GSK3beta inhib 0.2, aSyn UTR inh 15.1 and IEC-6 cytotox -0.7.
`CC(C)(C)c1ccc(C(CC(=O)O)NC(=O)CCCc2ccccc2)cc1` (stereo unspecified) gave HSF1 activator 4.7, HSF1 inhib -1.3, AI-2 QS modul 13.3, KLF5 inh -12.3, HSP90 inh 1.2, GSK3A inh -0.7, PolyA inh inactive, GSK3beta inhib 2.4, aSyn UTR inh -4.1 and IEC-6 cytotox -1.7.
For COCCN(C(=O)CSc1nnc(Nc2ccc(C)cc2)s1)c1c(N)n(CC(C)C)c(=O)[nH]c1=O the results were HSF1 activator 2.4, HSF1 inhib -2.4, AI-2 QS modul 12.3, KLF5 inh 4.0, HSP90 inh -2.2, GSK3A inh 0.6, PolyA inh inactive, GSK3beta inhib 4.1, aSyn UTR inh -0.8 and IEC-6 cytotox -2.6.
`C/C(Cn1nc([N+](=O)[O-])cc1C)=N\NC(=O)COc1c(Cl)cc(Cl)cc1Cl` gave HSF1 activator -10.4, HSF1 inhib -2.8, AI-2 QS modul -1.3, KLF5 inh 22.3, HSP90 inh -4.9, GSK3A inh -0.7, PolyA inh inactive, GSK3beta inhib 2.9, aSyn UTR inh -6.2 and IEC-6 cytotox 5.3.
For COc1cccc(C(=O)NCCS(=O)(=O)N2CCOCC2)c1 the results were HSF1 activator 6.5, HSF1 inhib -2.7, AI-2 QS modul -4.0, GSK3A inh -1.9, PolyA inh inactive, GSK3beta inhib 3.2 and aSyn UTR inh 15.5.
Screening c1ccc(CCN2CN=C(Nc3nc4ccccc4s3)NC2)cc1 returned HSF1 activator 30.0, HSF1 inhib 11.0, AI-2 QS modul 10.1, KLF5 inh -21.9, HSP90 inh 2.8, GSK3A inh -3.6, PolyA inh inactive, GSK3beta inhib -1.2, aSyn UTR inh -31.5 and IEC-6 cytotox -1.8.
Screening COCC(C)NC(=O)COc1nncc2ccccc12 (stereo unspecified) returned HSF1 activator -5.0, HSF1 inhib -9.3, AI-2 QS modul -0.7, KLF5 inh -25.3, HSP90 inh 1.8, GSK3A inh -4.2, PolyA inh inactive, GSK3beta inhib 0.9, aSyn UTR inh -9.9 and IEC-6 cytotox -9.1.
For Cn1c(CCNC(=O)c2ccco2)nc2ccccc21 the results were HSF1 activator 6.5, HSF1 inhib 0.6, AI-2 QS modul 18.6, GSK3A inh -0.4, PolyA inh inactive, GSK3beta inhib 0.1 and aSyn UTR inh -6.0.
For O=C(c1ccsc1)N1CCCC(N2CCN(c3cccc(Cl)c3)CC2)C1 (stereo unspecified) the results were HSF1 activator 6.9, HSF1 inhib 0.1, AI-2 QS modul 22.0, KLF5 inh -10.2, HSP90 inh -6.3, GSK3A inh -1.8, PolyA inh inactive, GSK3beta inhib -4.2, aSyn UTR inh 8.1 and IEC-6 cytotox -2.3.
Screening O=S(=O)(Nc1ncn[nH]1)c1ccc(Cl)cc1 returned HSF1 activator -5.3, HSF1 inhib -15.7, AI-2 QS modul 14.8, KLF5 inh -13.2, HSP90 inh 7.8, GSK3A inh -1.9, PolyA inh inactive, GSK3beta inhib 1.6, aSyn UTR inh 24.8 and IEC-6 cytotox -3.9.
For CC(C)(C)c1ccc(C(=O)N/C(=C/c2cccs2)C(=O)NCc2ccco2)cc1 the results were HSF1 activator 21.9, HSF1 inhib 8.7, AI-2 QS modul -23.3, KLF5 inh -7.6, HSP90 inh 3.6, GSK3A inh -5.2, PolyA inh inactive, GSK3beta inhib -1.4, aSyn UTR inh 12.0 and IEC-6 cytotox -4.0.
`CC(C)Sc1nc2ccccc2n2cnnc12` gave HSF1 activator 6.0, HSF1 inhib -3.1, AI-2 QS modul 30.0, KLF5 inh -30.3, HSP90 inh 0.1, GSK3A inh 0.1, PolyA inh inactive, GSK3beta inhib 2.5, aSyn UTR inh 26.9 and IEC-6 cytotox -3.7.
`Cc1ccc(OCC(=O)Nc2cc(S(=O)(=O)N3CCOCC3)ccc2Cl)c([N+](=O)[O-])n1` gave HSF1 activator -2.0, HSF1 inhib -6.0, AI-2 QS modul 2.4, KLF5 inh -7.9, HSP90 inh 1.3, GSK3A inh 2.5, PolyA inh inactive, GSK3beta inhib -0.2, aSyn UTR inh 15.3 and IEC-6 cytotox 4.8.
Cc1ccccc1CSc1nnc(Cn2c(=O)sc3ccccc32)n1C was read as HSF1 activator -4.1, HSF1 inhib 5.8, AI-2 QS modul 1.2, KLF5 inh -7.2, HSP90 inh -5.1, GSK3A inh -0.1, PolyA inh inactive, GSK3beta inhib -0.6, aSyn UTR inh 25.8 and IEC-6 cytotox -4.5.
COc1cc2c(cc1OC)C(c1ccccc1)N(C(=O)CSCC(=O)O)CC2 (stereo unspecified) was read as HSF1 activator 1.0, HSF1 inhib -0.2, AI-2 QS modul 11.6, KLF5 inh -17.0, HSP90 inh 2.9, GSK3A inh -2.9, PolyA inh inactive, GSK3beta inhib -2.5, aSyn UTR inh -8.6 and IEC-6 cytotox -1.2.
For CC1CCCC(NC(=O)C2CCN(S(=O)(=O)N3CCC4(CC3)OCCO4)CC2)C1C (stereo unspecified) the results were HSF1 activator 7.1, HSF1 inhib -7.5, AI-2 QS modul 10.8, KLF5 inh -28.9, HSP90 inh -2.4, GSK3A inh -4.0, PolyA inh inactive, GSK3beta inhib -2.6, aSyn UTR inh -9.8 and IEC-6 cytotox 2.2.

The list is partial (hit frequency here may not be typical).
